SRC2 inh – inhibition of GAL4-SRC2 driven luciferase reporter, primary screen, SRC2 inhibitor project, cell-based, luminescence; Nuclear receptor coactivator 2 (Homo sapiens), Q15596; HEK293 GAL4-SRC2 luciferase reporter; inhibition, % at 9 µM; hit rate 0.17% among 370,000;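 active = inhibition above the mean inhibition of all tested compounds plus 3 SD, set per campaign, cut at about 52% in these data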;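 note: 0% = DMSO treated cells and 100% = cells given Gossypol at 36 µM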
TLR9-MyD88 block – inhibitors of TLR9-MyD88 association in cells, primary screen, cell-based, CHO, BLA complementation, fluorescence. Toll-like receptor 9 (Homo sapiens) + Myeloid differentiation primary response protein …. CCF4 FRET ratio. inhibition, % at 4.98 µM. hit rate 0.21% among 340,000;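 active = inhibition above the mean over all tested compounds plus 3 SD, cut at about 21% in these data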;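 note: 0% = DMSO only wells and 100% = clavulanate BLA inhibitor control wells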
SRC1 inh – SRC1 coactivator transcriptional activity inhibitors, primary screen, cell-based, luminescence; inhibition, % at 3.6 µM; Nuclear receptor coactivator 1 (Homo sapiens), Q15788; HEK293 GAL4-SRC1 luciferase reporter; hit rate 0.12% among 360,000;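 active = inhibition above the campaign mean plus 3 SD, with each screening campaign given its own cutoff, cut at about 60% in these data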;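 note: 0% = DMSO treated cells and 100% = gossypol at 36 µM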
Exocytosis inh – LAMP-1 surface exposure blockers, TALL-104 cells – cell-based, flow cytometry, MLPCN library, primary screen. hit rate 0.66% among 360,000. inhibition, % at 10 µM. TALL-104 LAMP-1 surface exposure; cells stimulated with thapsigargin and PMA;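 active = inhibition above about 55%, limit read from the data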
SRC3 inh – SRC3 coactivator transcriptional activity inhibitors, primary screen, cell-based, luminescence | HEK293 GAL4-SRC3 luciferase reporter | inhibition, % at 3.6 µM | hit rate 0.17% among 360,000 | AID 588352, 2011;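 active = inhibition above a per-campaign cutoff, the mean of all compounds plus 3 SD, cut at about 60% in these data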;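 note: 0% = DMSO-treated cells and 100% = gossypol-treated cells at 36 µM; higher means less SRC3-driven luciferase light from the GAL4 reporter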
TROY NFkB inh – inhibitors of TROY-driven NF-kB signaling, primary screen, Q293 LMP1-TROYcd cells, NF-kB luciferase, uHTS. Q293 LMP1-TROYcd NF-kB luciferase reporter, 4 h. inhibition, % at 10 µM. hit rate 0.98% among 360,000;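 active = compounds whose plate-normalised and pattern-corrected inhibition of the luciferase reporter signal at the single screening dose is 50% or more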
ABHD5 PLIN5 PPI – ABHD5-PLIN5 interaction inhibitors, primary screen, cell lysate, split luciferase complementation, luminescence | inhibition, % at 4 µM | hit rate 0.78% among 360,000 | Perilipin-5 (Homo sapiens) + 1-acylglycerol-3-phosphate O-acyltransferase ABHD5 (Homo … | AID 602281, 2012 | Split G. princeps luciferase complementation, 4 h;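 active = inhibition above the mean inhibition across every tested compound plus 3 SD, cut at about 22% in these data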;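 note: 0% = DMSO only wells and the 100% control is not disclosed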
NR5A2 inv ag – LRH-1 (NR5A2) inverse agonists, primary screen, cell-based, luminescence, HEK293T, StAR-luciferase reporter. hit rate 0.13% among 360,000. Nuclear receptor subfamily 5 group A member 2 (Homo sapiens), O00482. AID 602396, 2012. LRH-1 transfected, 24 h. inhibition, % at 3.6 µM;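 active = inhibition above the mean inhibition of all tested compounds plus 3 SD, cut at about 73% in these data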;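 note: 0% = DMSO wells and 100% = reporter-only cells lacking LRH-1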
Target sequence (O00482 whole entry, looked up): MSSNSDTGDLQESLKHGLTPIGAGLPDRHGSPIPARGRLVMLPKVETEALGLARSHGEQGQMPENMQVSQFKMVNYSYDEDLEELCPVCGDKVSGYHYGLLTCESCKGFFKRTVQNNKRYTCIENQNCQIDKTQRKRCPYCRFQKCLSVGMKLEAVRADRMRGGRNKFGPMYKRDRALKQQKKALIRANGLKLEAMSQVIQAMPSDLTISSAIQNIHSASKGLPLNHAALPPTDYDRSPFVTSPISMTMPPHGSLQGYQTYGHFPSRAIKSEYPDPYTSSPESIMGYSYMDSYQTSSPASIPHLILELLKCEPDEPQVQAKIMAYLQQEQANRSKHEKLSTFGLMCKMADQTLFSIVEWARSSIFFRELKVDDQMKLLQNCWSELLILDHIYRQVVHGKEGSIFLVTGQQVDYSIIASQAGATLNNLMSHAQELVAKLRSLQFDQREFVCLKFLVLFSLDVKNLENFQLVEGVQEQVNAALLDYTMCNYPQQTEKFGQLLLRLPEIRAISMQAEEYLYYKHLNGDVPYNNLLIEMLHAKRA
NOD2-RIPK2 inh – NOD2-RIPK2 binding disruptors in cells, primary screen, fluorescence, CHO cells, BLA complementation | Receptor-interacting serine/threonine-protein kinase 2 (Homo sapiens), O43353 | CCF4 ratio | inhibition, % at 4.98 µM | hit rate 0.38% among 360,000; in the data active = inhibition above about 21%;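 note: 0% = vehicle only and 100% = reference blocker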
COUP-TFII inh – NR2F2 transcriptional activity inhibitors, primary screen, cell-based, luciferase reporter, HEK293T, luminescence; AID 686940, 2013; inhibition, % at 8.6 µM; hit rate 0.7% among 370,000; HEK293T NGFI-A luciferase reporter;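 active = inhibition above a per-plate cutoff, mean inhibition of test wells between control levels plus 3 SD, cut at about 38% in these data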;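 note: cells cotransfected with COUP-TFII expression vector driving the NGFI-A reporter; 0% = median of COUP-TF2 test wells and 100% = reporter-only cells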
Target sequence (P24468 whole entry, looked up): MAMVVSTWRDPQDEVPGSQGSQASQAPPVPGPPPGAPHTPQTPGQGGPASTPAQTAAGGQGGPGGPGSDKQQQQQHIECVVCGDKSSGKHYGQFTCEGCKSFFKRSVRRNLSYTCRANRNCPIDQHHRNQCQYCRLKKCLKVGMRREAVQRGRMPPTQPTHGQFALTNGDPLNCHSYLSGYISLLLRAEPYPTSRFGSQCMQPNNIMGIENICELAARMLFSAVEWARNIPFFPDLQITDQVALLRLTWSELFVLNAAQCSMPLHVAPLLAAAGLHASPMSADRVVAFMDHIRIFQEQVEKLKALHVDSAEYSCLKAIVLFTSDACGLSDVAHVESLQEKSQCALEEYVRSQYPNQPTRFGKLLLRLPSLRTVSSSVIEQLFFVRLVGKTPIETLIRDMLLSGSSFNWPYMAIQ
TWEAK Fn14 block – inhibitors of TWEAK-Fn14 signaling, primary screen, luciferase reporter cells, uHTS; hit rate 2% among 360,000; TWEAK-stimulated Fn14 reporter cells, luciferase luminescence, 8 h; inhibition, % at 10 µM; in the data active = inhibition above about 50%
* marks the source's active call; other numbers are inactive results; . = not tested or not shown. These rows are one share of the data; the hit share may differ from the screen's.

SMILES	SRC2 inh	TLR9-MyD88 block	SRC1 inh	Exocytosis inh	SRC3 inh	TROY NFkB inh	ABHD5 PLIN5 PPI	NR5A2 inv ag	NOD2-RIPK2 inh	COUP-TFII inh	TWEAK Fn14 block
Nc1nc(=S)c2ncn(C3OC(CO)C(O)C3O)c2[nH]1 (stereo not given)	-6	6	22	11	17	-25	-10	11	1	0	-1
N/C(CCS(=O)(=O)c1ccc(Cl)cc1)=N\OC(=O)c1ccccc1Cl	-4	-7	-11	3	21	11	2	7	-5	7	-19
COc1ccc(-n2c(SCC(=O)O)nc3sc4c(c3c2=O)CCC4)cc1	-11	10	-7	1	-9	8	-1	15	-6	-11	-1
O=C(N/N=C/c1cccc(O)c1)NC1CCCCC1	12	6	-10	10	0	-28	10	-16	3	-2	-14
COc1cccc(NC(=O)Cn2cc(C=O)c3ccccc32)c1	0	-7	2	-6	8	11	7	16	2	27	18
CCOC(=O)c1c(C)[nH]c(C)c1C(=O)COC(=O)c1cccnc1SC	4	2	3	1	4	10	0	12	3	-4	-22
CC1CCC(NC(=O)COC(=O)c2ccc3ncsc3c2)CC1 (stereo not given)	-6	2	-5	3	-14	-13	-5	-5	-12	-15	-10
COc1ccc(C(=O)N/C(=C\c2cn(C)c3ccccc23)C(=O)OCCN(C)C)cc1	0	3	-24	11	6	9	-2	0	0	4	0
O=C(Cc1ccccc1)NCC1OCCc2ccccc21 (stereo not given)	0	8	-15	-2	0	2	-4	16	-5	-14	10
CC(C)CNC(=O)NC1C(NC(=O)NCC(C)C)N(C)C(=O)N1C (stereo not given)	9	-3	-4	-2	3	4	-6	10	-4	-1	-4
C[n+]1cccc(CNC(=O)/C=N/O)c1	-4	-4	-14	-2	-9	.	2	-9	0	-10	4
COc1cccc(C2C(C#N)=C(N)Oc3cc(C)n(Cc4ccco4)c(=O)c32)c1 (stereo not given)	8	5	6	-1	5	2	22*	-4	0	8	-53
O=C1CCc2cc(S(=O)(=O)N3CCC(C(=O)NCc4ccccn4)CC3)ccc2N1	1	4	-1	-9	3	-10	-4	-7	-19	-9	15
CC1CCc2sc(C(=O)N(C)CC(=O)Nc3ccc(N4CCOCC4)cc3)cc2C1 (stereo not given)	-12	-1	-17	9	-5	12	2	4	0	10	6
COc1ccc(CNC(=O)c2[nH]c(C)c(C(C)=O)c2C)cc1	19	-4	-7	2	-5	-10	-4	8	13	-2	7

Reprinted at random: 3 records from the list.
SMILES	SRC2 inh	TLR9-MyD88 block	SRC1 inh	Exocytosis inh	SRC3 inh	TROY NFkB inh	ABHD5 PLIN5 PPI	NR5A2 inv ag	NOD2-RIPK2 inh	COUP-TFII inh	TWEAK Fn14 block
CC1CCc2sc(C(=O)N(C)CC(=O)Nc3ccc(N4CCOCC4)cc3)cc2C1 (stereo not given)	-12	-1	-17	9	-5	12	2	4	0	10	6
COc1ccc(CNC(=O)c2[nH]c(C)c(C(C)=O)c2C)cc1	19	-4	-7	2	-5	-10	-4	8	13	-2	7
C[n+]1cccc(CNC(=O)/C=N/O)c1	-4	-4	-14	-2	-9	.	2	-9	0	-10	4

(listing goes on)
SMILES	SRC2 inh	TLR9-MyD88 block	SRC1 inh	Exocytosis inh	SRC3 inh	TROY NFkB inh	ABHD5 PLIN5 PPI	NR5A2 inv ag	NOD2-RIPK2 inh	COUP-TFII inh	TWEAK Fn14 block
Cc1ccc(-c2nnc(Oc3cccc(C)c3)c3ccccc23)cc1	17	-7	7	2	-1	-51	-3	1	5	12	5
O=C(NCCN1Cc2ccccc2C1=O)c1cccs1	-4	3	-19	9	-29	-13	13	-22	-4	-22	-9
CCOC(=O)c1sc(NC(=O)c2ccc(C)o2)nc1C	-49	-7	-96	-3	-59	-26	1	-109	-13	-55	9
O=C(O)c1ccccc1Nc1cccc(OCc2ccc3ccccc3n2)c1	-29	-10	-4	-2	-11	24	-8	-14	-6	6	14
Cc1nnc(N(C)C(=O)c2cnccn2)s1	-24	4	9	1	12	-7	8	-7	1	-14	-4
CCOC(=O)C1CCN(C(=O)c2ccc3c(c2)OCCO3)CC1	-41	-6	-16	-1	-27	-32	-1	-26	4	-19	3
COc1ccccc1CNC(=O)c1ccccc1SCC(=O)NCc1ccco1	4	-10	-7	11	-7	3	-2	2	-10	-10	13
Cc1ccccc1C(=O)c1cccn1CC(=O)NCCCc1ccccc1	14	11	-13	2	5	-5	-4	5	6	-3	-9
CCN1CCN(S(=O)(=O)c2c(C)[nH]c(C)c2C(=O)N2CCCCC2)CC1	-24	6	-21	2	9	9	-3	-10	9	25	0
CC(NC(=O)c1cccnc1)C(c1cccs1)N1CCN(c2ccccc2F)CC1 (stereo not given)	8	0	13	-6	9	-15	14	-10	12	-3	14
CC(C)Nc1cc(N2CCCC2)ccc1[N+](=O)[O-]	2	0	-1	-4	19	4	6	26	9	-19	3
Cc1ccc(S(=O)(=O)n2ccc(OC(=O)c3cccs3)n2)cc1	-26	1	-2	11	-5	18	1	-26	-3	-4	-11
CCc1cccc2c1NC(=O)C21N2CCCC2C(C(=O)c2ccc3ccccc3c2)C12C(=O)Nc1ccccc12 (stereo not given)	-19	0	-32	4	-16	-6	6	2	0	5	39
COc1cc(/C=C2\SC(=S)N(NC(=O)c3ccc(O)c(OC)c3)C2=O)ccc1O	-28	0	-60	20	-10	-28	4	-18	0	-13	4
COc1ccc2oc(=O)c(C(=O)NCCc3ccc(OC)c(OC)c3)cc2c1	4	-3	-2	6	-14	-16	6	1	6	0	-25
O=C(CCl)Nc1ccc(S(=O)(=O)NC2=NCCCCC2)cc1	17	-4	-6	2	-19	1	2	52	3	-21	0
COc1ccc(OCC(=O)N/N=C/c2cccc3cccnc23)cc1	0	1	-17	0	10	3	-1	16	-1	-1	-6
O=C(COc1ncnc2ccccc12)NC1CCCCC1	-3	-6	-9	0	-1	-21	4	8	-3	-10	2
Cc1cc(N(C)C)c(C#N)c(N2CCOCC2)n1	13	-8	-1	0	-7	-11	2	6	-1	-4	-3
CCOC(=O)c1ccc(-n2c(=S)sc3c(=O)[nH]c(C)nc32)cc1	.	-11	-6	10	7	26	-11	-2	-14	.	17
CCN(CC)S(=O)(=O)c1cc(NC(=O)CSCc2c(C)noc2C)ccc1C	6	-5	-8	-6	0	-4	-4	16	-8	21	9
CN(C(=O)c1ccc(NC(=O)Cc2cccc(NC(=O)C3CCN(C(=O)C4CC4)CC3)c2)cc1)C1CC1	7	-3	0	-2	-16	-9	2	-24	2	-9	1
O=C(CCS(=O)(=O)c1ccc(Br)s1)N1CCc2ccccc21	11	1	-9	-2	-4	-45	-5	18	1	9	-1
CCC/C(O)=C1\C(=O)CC(C)(C)CC1=NCc1ccccc1	-2	2	-3	2	9	17	-3	-2	-7	11	-29
COc1ccc(N2C(=O)c3cccc4cccc(c34)C2=O)cc1	6	3	2	6	3	-10	-1	-18	-4	4	1
Cc1nn(C)c(C(=O)N/N=C/c2cccc(Oc3ccccc3)c2)c1Br	4	7	6	3	0	17	-4	0	0	13	-4
Nc1cnn(C2CCCO2)c(=O)n1 (stereo not given)	10	8	-10	-2	-1	-8	-2	-19	4	13	5
CC(C)(C)OC(=O)[C@H](NC(=O)OCc1ccccc1)c1ccccc1	-4	-5	6	1	7	-8	5	9	-7	-10	0
O=C1C[C@@H]2CCN3C(=O)CCC[C@@H]([C@H]23)[C@@H]1Cc1ccccc1	-29	4	9	-4	0	-8	7	-13	4	-13	-1
COc1cc2c(C(=O)N3CCN(c4ccccc4)CC3)c(C)oc2cc1Br	2	6	-17	0	-9	33	-7	18	11	9	30
COC(=O)c1[nH]c2ccc(F)cc2c1NC(=O)Nc1ccc(OC)cc1	-44	-13	-5	0	-11	4	2	-7	-5	-3	-31
CN(C)CCSc1nc(N)c2c3c(sc2n1)CN(C)CC3	-10	-5	-11	2	-14	43	-5	-15	6	-4	-3
COc1cccc(OC)c1OCC(C)CNCC1CCCO1 (stereo not given)	-18	0	12	-1	19	3	-1	-7	2	2	-4
Cc1ccc(C)c(N2CCN(C(c3ccccc3)c3nnnn3C(C)(C)C)CC2)c1 (stereo not given)	-25	.	.	-2	.	2	-5	7	-11	13	-5
CO/N=C/c1ccc(N2CCOCC2)c([N+](=O)[O-])c1	-20	8	-1	1	9	4	0	-3	5	7	-10
CN1CCN(S(=O)(=O)c2ccc(N3CCc4ccccc4C3)nc2)CC1	5	1	-4	0	-6	5	2	4	-13	10	-5
CNC(=O)CSc1nnc(-c2cnccn2)n1C	-15	0	4	9	-11	2	-5	0	1	-29	5
C=CC[C@H](CC(=O)N(CCO)Cc1ccccc1)C(=O)N[C@@H](C)COC(=O)[C@H](CC=C)CC(=O)OC(C)(C)C	-3	-2	3	1	5	5	9	-12	-7	15	6
Cn1c(SCC(=O)NCCC2=CCCCC2)nnc1C(F)(F)F	-44	-14	1	-6	12	11	8	0	-13	7	-7
COC(=O)C1C2C=CC(C3CC23)C1C(=O)OCC(=O)c1ccc(OC)cc1 (stereo not given)	3	9	-7	2	4	-11	1	-10	5	16	22
CN1CCCN(Cc2nc(-c3cccc(C(F)(F)F)c3)no2)CC1	-19	-6	-32	9	21	2	0	-8	-1	-1	0
Cc1ccc(Cn2nnc3c(=O)[nH]c(C4CCN(S(=O)(=O)/C=C/c5ccccc5)CC4)nc32)cc1	-5	-3	0	8	14	6	6	-9	-5	18	50*
COC(=O)c1sccc1NC(=O)c1cccnc1	9	0	-7	-3	-11	11	0	20	-1	-18	-5
Cc1cc2c(c(=O)n1C1CC1)C(c1cccc(Cl)c1)C(C#N)=C(N)O2 (stereo not given)	-23	4	-5	0	-7	-5	2	-5	-11	-5	-5
O=C(CNS(=O)(=O)c1cccs1)N1CCN(c2ccccn2)CC1	-25	-3	-20	3	-7	-30	13	-29	1	7	4
O=C(NCc1cccc(Cl)c1)c1ccc2c(c1)OCO2	-34	3	-6	-1	-21	-28	-4	2	-13	-21	-32
S=C(NCc1ccccc1)NCc1ccco1	0	-11	2	0	-4	10	4	11	-7	2	12
CCOC(=O)c1c(NC(=O)CN(C)C)sc(C(=O)N(CC)CC)c1C	13	5	-12	-3	12	-1	-5	-15	-3	0	-9
Cc1cc(C)c2c(CN3CCN(Cc4ccccc4)CC3)cc(=O)oc2c1	26	-3	-2	13	2	1	9	-9	5	8	-14
COC(=O)C1=C(C)NC(=O)NC1c1ccc([N+](=O)[O-])o1 (stereo not given)	-48	-7	-7	2	12	-16	-6	-10	-12	-7	8
Cc1cc(C)cc(NC(=O)COC(=O)c2cccc(S(=O)(=O)N3CCCCC3)c2)c1	8	2	0	0	-12	-15	-3	-14	7	4	4

Assay outcomes: PubChem, several laboratories
